PERK inhibitor = block of dimerizer-induced PERK translation repression, primary screen, PERK inhibitor project, CHO PERK-DD cells, SEAP luminescence, HTS; actives 0.17% (n = 220,000); inhibition, % at 5.6 µM; CHO PERK-DD fusion, SEAP luminescence translation reporter; Eukaryotic translation initiation factor 2-alpha kinase 3 (Homo sapiens), Q9NZJ5; AID 1416, 2008;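 active = inhibition above the mean inhibition of all tested compounds plus 3 SD, set separately per screening campaign, cut at about 2.9% in these data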;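 note: PERK kinase domain activated by AP20187 dimerizer at 100 nM; 0% = DMSO with dimerizer and 100% = rapamycin at 8.4 µM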
Furin inhibitor = human furin inhibitors, primary screen, biochemical, fluorescence intensity | purified furin, fluorogenic substrate cleavage | inhibition, % at 30 µM | actives 0.061% (n = 220,000) | AID 463115, 2010; in the data active = inhibition above about 25%; note: inactives centre near -15
Target sequence (P09958 108-714 limits assumed): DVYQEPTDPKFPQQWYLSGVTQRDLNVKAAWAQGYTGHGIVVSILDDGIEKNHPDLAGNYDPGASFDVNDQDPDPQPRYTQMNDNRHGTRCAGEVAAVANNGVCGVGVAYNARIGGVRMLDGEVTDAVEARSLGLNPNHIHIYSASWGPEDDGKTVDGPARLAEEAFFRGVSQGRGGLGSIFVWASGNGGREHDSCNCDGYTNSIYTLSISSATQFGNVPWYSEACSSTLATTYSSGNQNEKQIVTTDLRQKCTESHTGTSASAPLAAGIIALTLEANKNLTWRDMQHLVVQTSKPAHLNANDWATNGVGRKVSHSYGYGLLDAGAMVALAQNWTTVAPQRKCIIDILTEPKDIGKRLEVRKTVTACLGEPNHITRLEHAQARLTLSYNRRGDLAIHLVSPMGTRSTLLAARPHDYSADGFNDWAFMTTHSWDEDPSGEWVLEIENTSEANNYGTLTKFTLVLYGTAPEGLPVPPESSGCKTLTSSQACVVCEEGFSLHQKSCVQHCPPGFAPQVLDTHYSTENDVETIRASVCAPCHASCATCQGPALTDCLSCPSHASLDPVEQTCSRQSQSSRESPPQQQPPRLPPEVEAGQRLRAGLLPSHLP
hK5 inh = human KLK5 protease inhibitors, primary screen, biochemical, 1536-well | Kallikrein-5 (Homo sapiens), Q9Y337 | recombinant hK5, fluorogenic AMC substrate cleavage | inhibition, % at 5 µM | actives 0.59% (n = 210,000);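 active = inhibition of 40% or more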;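 note: 0% = enzyme controls without compound and 100% = no-enzyme blanks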
Target sequence (Q9Y337 67-293 limits assumed): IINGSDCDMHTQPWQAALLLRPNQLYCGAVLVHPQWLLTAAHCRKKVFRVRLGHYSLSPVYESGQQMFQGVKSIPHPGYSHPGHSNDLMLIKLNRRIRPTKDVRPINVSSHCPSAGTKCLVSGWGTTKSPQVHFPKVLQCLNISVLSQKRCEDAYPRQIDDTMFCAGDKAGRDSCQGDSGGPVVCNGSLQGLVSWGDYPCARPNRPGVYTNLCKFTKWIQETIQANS
FXIIa inh 1536 = human FXIIa protease inhibitors, primary screen, biochemical, 1536-well. Coagulation factor XII (Homo sapiens), P00748. purified FXIIa, Boc-QGR-AMC fluorogenic substrate, 2 h. inhibition, % at 5 µM. actives 0.3% (n = 220,000); in the data active = inhibition above about 40%;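 note: 0% = enzyme with no compound and 100% = blank without enzyme; many of its hits are not listed in these tables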
Rad51 HR inh = human RAD51 strand exchange inhibitors, primary screen, biochemical, fluorescence. hRad51 DNA strand exchange, fluorescence dequenching. actives 0.085% (n = 200,000). inhibition, % at 10 µM. AID 1385, 2008;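 active = inhibition above 40% at the single screening dose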;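 note: 0% = DMSO control wells and 100% = blanks with heterologous ssDNA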
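Test system: preformed human Rad51 ssDNA filaments. Compound dosing: single dose, 10 µM final compound. Incubation: filaments 15 min 37 °C, then compound 30 min. Technique: FRET fluorescence dequenching, excitation 485 nm, emission 520 nm. Read-out basis: percent inhibition from fluorescence, normalised to plate control and blank means. Benchmarks: plate controls and plate blanks.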
KCC2 mod = KCC2 cotransporter modulators, thallium flux, primary screen, cell-based, HEK293 KCC2, FluoZin-2 fluorescence, MLSMR; actives 2.2% (n = 190,000); B-score of Tl+ flux slope (higher = more flux/activation; lower = inhibition) at 10 µM; AID 1456, 2008; Solute carrier family 12 member 5 (Homo sapiens), Q9H2X9; KCC2 cells, thallium flux FluoZin-2 fluorescence;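 active = thallium flux slope and its plate-corrected score both differing from the plate sample mean at a set confidence after two filtering rounds, in either direction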;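 note: slope of fluorescence scaled to starting intensity during 10 to 20 s after thallium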
FXIa inh = human FXIa protease inhibitors, primary screen, biochemical, 1536-well; Coagulation factor XI (Homo sapiens), P03951; purified FXIa, Boc-Glu-Ala-Arg-AMC fluorogenic substrate; inhibition, % at 5 µM; actives 0.14% (n = 220,000); AID 798, 2007;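 active = inhibition of at least 40%; inactive = inhibition below 40%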;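 note: fluorescence of freed AMC excited at 355 nm; 0% = enzyme without compound and 100% = no enzyme blank; many of its hits are not listed in these tables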
Calpain2 inh = inhibitors of pig calpain II, primary screen, biochemical, fluorogenic peptide substrate, 1536-well; actives 0.37% (n = 220,000); AID 1236, 2008; purified calpain II, 30 min; inhibition, % at 16 µM;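 active = inhibition above about 50%, limit read from the data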
Thrombin inh = human alpha-thrombin inhibitors, primary screen, counter-screen for coagulation protease inhibitor project, biochemical, 1536-well, fluorogenic AMC substrate; Prothrombin (Homo sapiens), P00734; Boc-VPR-AMC fluorogenic substrate cleavage; inhibition, % at 5 µM; actives 0.26% (n = 220,000);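 active = inhibition at or above 40%; inactive = inhibition below 40%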;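 note: 0% = enzyme with no compound and 100% = wells without enzyme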
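Material: human alpha-thrombin protein. Incubation: reaction at ambient temperature. Technique: fluorescence of released AMC, ex 355 nm, em 460 nm. Control set: no-compound enzyme wells and no-enzyme blanks. Also added: Boc-VPR-AMC substrate, 15 µM final. Buffer or medium: pH 7.5 Tris (50 mM) with NaCl 150 mM, Tween 20 0.05%.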
Starred values were filed as active, the others as inactive; [ ] = remark or other dose. These rows are one share of the data (hit frequency here may not be typical).

CN1C(=O)NC(c2ccccc2)(C(F)(F)F)S/C1=C(/C#N)c1nnc(N2CCOCC2)n1-c1ccccc1 (stereo unspecified) was read as PERK inhibitor 0.3, Furin inhibitor -18, hK5 inh -10, FXIIa inh 1536 10, Rad51 HR inh 10, KCC2 mod -0.45, FXIa inh 1, Calpain2 inh -48 and Thrombin inh 0.
For O=C(Cn1cc(C(=O)c2ccco2)c2ccccc21)NC1CC1 the results were PERK inhibitor 0.1, Furin inhibitor 1, hK5 inh 1, FXIIa inh 1536 8, Rad51 HR inh -5, KCC2 mod 0.53, FXIa inh 0, Calpain2 inh 39 and Thrombin inh -6.
For COCCn1c(SCc2nnc(-c3ccccc3)o2)nc2sc3c(c2c1=O)CCC3 the results were PERK inhibitor 0.2, Furin inhibitor -2, hK5 inh 2, FXIIa inh 1536 11, Rad51 HR inh 0, FXIa inh 8, Calpain2 inh 4 and Thrombin inh -2.
For COc1ccc(S(=O)(=O)Cc2ccc(C(=O)NCc3ccc(F)cc3)o2)cc1 the results were PERK inhibitor -0.3, Furin inhibitor -3, hK5 inh -26, FXIIa inh 1536 24, KCC2 mod -0.062, FXIa inh 16, Calpain2 inh 17 and Thrombin inh -12.
O=C(C1CC(=O)N(C2CCCC2)C1)N1CCN(c2ccccc2F)CC1 (stereo unspecified) was read as PERK inhibitor -0.6, Furin inhibitor -11, hK5 inh -6, FXIIa inh 1536 20, Rad51 HR inh 3, KCC2 mod -1, FXIa inh 6, Calpain2 inh -22 and Thrombin inh 0.
Screening O=C(CSc1nnc(-c2ccccc2)o1)Nc1ccccc1F returned PERK inhibitor -0.1, Furin inhibitor -14, hK5 inh 0, FXIIa inh 1536 15, Rad51 HR inh -1, FXIa inh -3, Calpain2 inh 2 and Thrombin inh -3.
For Cc1ccc(S(=O)(=O)N2CCC(=O)N(CCOCc3cccc(Cl)c3)CC2)cc1 the results were PERK inhibitor 0.1, Furin inhibitor -9, hK5 inh -10, FXIIa inh 1536 16, Rad51 HR inh -6, KCC2 mod 0.41, FXIa inh 8, Calpain2 inh -25 and Thrombin inh 0.
`CC1=NN(C(C#N)c2ccccc2C)C(C)(C)C1` (stereo unspecified) gave PERK inhibitor 0.6, Furin inhibitor -24, hK5 inh 2, Rad51 HR inh 5, KCC2 mod 0.021, FXIa inh -1, Calpain2 inh -6 and Thrombin inh 0.
`COc1cc(C(=O)NC(=S)Nc2ccc3c(c2)OCO3)cc(OC)c1OC` gave PERK inhibitor 1.1, Furin inhibitor -28, hK5 inh 2, FXIIa inh 1536 4, Rad51 HR inh -1, KCC2 mod 1, FXIa inh 9, Calpain2 inh -6 and Thrombin inh -1.
Screening CCN1CCCC1CNC(=O)c1ccc(N2CCCC2=O)cc1 (stereo unspecified) returned PERK inhibitor 0.1, Furin inhibitor -9, hK5 inh 0, FXIIa inh 1536 -6, Rad51 HR inh 3, KCC2 mod 1.4, FXIa inh -6, Calpain2 inh -6 and Thrombin inh -3.
CCOc1cc(C(=O)Nc2cc(C)on2)cc(OCC)c1OCC was read as PERK inhibitor -1.5, Furin inhibitor -87[20 µM], hK5 inh 0, FXIIa inh 1536 13, Rad51 HR inh -3, KCC2 mod -0.28, FXIa inh 6, Calpain2 inh 20 and Thrombin inh 7.
`O=C(Nc1cccc(F)c1)c1cc(S(=O)(=O)N2CCC(C(=O)O)CC2)ccc1F` gave PERK inhibitor 1.9, Furin inhibitor -12, hK5 inh 2, FXIIa inh 1536 8, FXIa inh 3, Calpain2 inh 8 and Thrombin inh 2.
`Cc1ccc(C2=NN3C(C(=O)c4ccccc4)Oc4ccccc4C3C2)cc1` (stereo unspecified) gave PERK inhibitor -1.1, Furin inhibitor -11[20 µM], hK5 inh 28, FXIIa inh 1536 20, Rad51 HR inh -10, KCC2 mod 1.3, FXIa inh 1, Calpain2 inh -11 and Thrombin inh 13.
Cc1nc(NC(=O)CSc2nnc(-c3ccc4c(c3)OCO4)o2)c(Cl)cc1Cl was read as PERK inhibitor 0.5, Furin inhibitor -8, hK5 inh -15, FXIIa inh 1536 14, Rad51 HR inh -9, KCC2 mod -0.097, FXIa inh 5, Calpain2 inh -6 and Thrombin inh -4.
`CCCCCCCc1nc2nc(C)c(Br)c(=O)n2[nH]1` gave PERK inhibitor 0.6, Furin inhibitor -16, hK5 inh -1, FXIIa inh 1536 6, Rad51 HR inh -17, KCC2 mod -3.1, FXIa inh -2, Calpain2 inh 19 and Thrombin inh -5.
NS(=O)(=O)c1ccc(S(=O)(=O)N2CCCC2)cc1 was read as PERK inhibitor 1.7, Furin inhibitor -12[20 µM], hK5 inh -16, FXIIa inh 1536 26, Rad51 HR inh -7, KCC2 mod 0.57, FXIa inh 21, Calpain2 inh -2 and Thrombin inh 3.
Screening COc1ccc(C(Nc2ccc(S(=O)(=O)NCC3CCCO3)cc2)C(=O)NC(C)(C)C)cc1OC (stereo unspecified) returned PERK inhibitor -1.3, Furin inhibitor -12, hK5 inh 1, FXIIa inh 1536 11, Rad51 HR inh 2, KCC2 mod 0.9, FXIa inh -5, Calpain2 inh -7 and Thrombin inh -3.
For Nc1nonc1-c1nc2ccccc2n1CC(=O)Nc1ccccc1 the results were PERK inhibitor 0.5, Furin inhibitor -16, hK5 inh 1, FXIIa inh 1536 10, Rad51 HR inh 16, KCC2 mod 1.4, FXIa inh 0, Calpain2 inh 3 and Thrombin inh 1.
Screening Cc1cccc(Oc2ncc(-c3ccc(Cl)cc3)cn2)c1C returned PERK inhibitor 0.3, Furin inhibitor -9[20 µM], hK5 inh 16, FXIIa inh 1536 1, Rad51 HR inh 9, KCC2 mod -0.53, FXIa inh -10, Calpain2 inh 17 and Thrombin inh -6.
Screening COc1cc(CCC(=O)O)on1 returned PERK inhibitor 1.6, Furin inhibitor -6, hK5 inh 1, FXIIa inh 1536 12, Rad51 HR inh -5, KCC2 mod 0.1, FXIa inh 5, Calpain2 inh -9 and Thrombin inh 0.
O=C(Nc1ccccc1)OCCCc1ccccc1 was read as PERK inhibitor 0.1, Furin inhibitor -2, hK5 inh -9, FXIIa inh 1536 9, Rad51 HR inh -11, KCC2 mod -3.1, FXIa inh -2, Calpain2 inh 19 and Thrombin inh 2.
Screening COc1ccc(OC)c(C2=NOC(C(=O)NCc3ccco3)C2)c1 (stereo unspecified) returned PERK inhibitor 1.0, Furin inhibitor -6[20 µM], hK5 inh -3, FXIIa inh 1536 14, Rad51 HR inh 2, KCC2 mod 0.055, FXIa inh -4, Calpain2 inh -20 and Thrombin inh 3.
Screening CCN=c1scc(-c2ccc(F)cc2)n1/N=C/c1ccccn1 returned PERK inhibitor 0.1, Furin inhibitor 4, hK5 inh -2, FXIIa inh 1536 6, Rad51 HR inh 2, KCC2 mod -5.7*, FXIa inh 4, Calpain2 inh 14 and Thrombin inh -14.
`CCNC(=O)COC(=O)Cc1ccc(Cl)cc1Cl` gave PERK inhibitor 0.9, Furin inhibitor -27, hK5 inh 2, FXIIa inh 1536 9, Rad51 HR inh 12, KCC2 mod -0.031, FXIa inh -2, Calpain2 inh -11 and Thrombin inh -2.
Screening CSc1nc2ccc(S(=O)(=O)N3CCc4ccccc43)cc2s1 returned PERK inhibitor 0.1, Furin inhibitor -8[20 µM], hK5 inh -6, FXIIa inh 1536 14, Rad51 HR inh -3, KCC2 mod -0.17, FXIa inh 4, Calpain2 inh -1 and Thrombin inh -1.
NC(=O)c1ccccc1N/C=C/C(=O)c1cccs1 was read as PERK inhibitor -0.1, Furin inhibitor -22[20 µM], hK5 inh -4, FXIIa inh 1536 13, Rad51 HR inh -4, KCC2 mod 0.027, FXIa inh 6, Calpain2 inh -35 and Thrombin inh 5.
Nc1nc(Cl)c(C=O)c(N2CCCCC2)n1 was read as PERK inhibitor 1.0, Furin inhibitor -26, hK5 inh 0, FXIIa inh 1536 15, Rad51 HR inh 18, KCC2 mod -1.8, FXIa inh 0, Calpain2 inh -3 and Thrombin inh -3.
For O=C(COC(=O)c1ccc([N+](=O)[O-])s1)Nc1ccccc1 the results were PERK inhibitor 0.3, Furin inhibitor -9, hK5 inh -16, FXIIa inh 1536 8, Rad51 HR inh -4, KCC2 mod -0.035, FXIa inh 0, Calpain2 inh -11 and Thrombin inh -9.
C=CCn1c(SCc2ccc(C#N)cc2)nnc1-c1cccc(Cl)c1 was read as PERK inhibitor 0.0, Furin inhibitor -13[20 µM], hK5 inh -6, FXIIa inh 1536 11, Rad51 HR inh 12, KCC2 mod -1.4, FXIa inh -6, Calpain2 inh -1 and Thrombin inh -2.
`COc1ccc(NC(=O)CSc2nnc(NC(=O)c3ccco3)s2)cc1` gave PERK inhibitor 0.6, Furin inhibitor -15, hK5 inh -2, FXIIa inh 1536 11, Rad51 HR inh 1, KCC2 mod 0.16, FXIa inh -4, Calpain2 inh 13 and Thrombin inh 2.

Taken from the listing for reference:
NC(=O)c1ccccc1N/C=C/C(=O)c1cccs1 was read as PERK inhibitor -0.1, Furin inhibitor -22[20 µM], hK5 inh -4, FXIIa inh 1536 13, Rad51 HR inh -4, KCC2 mod 0.027, FXIa inh 6, Calpain2 inh -35 and Thrombin inh 5.
Nc1nc(Cl)c(C=O)c(N2CCCCC2)n1 was read as PERK inhibitor 1.0, Furin inhibitor -26, hK5 inh 0, FXIIa inh 1536 15, Rad51 HR inh 18, KCC2 mod -1.8, FXIa inh 0, Calpain2 inh -3 and Thrombin inh -3.
For O=C(COC(=O)c1ccc([N+](=O)[O-])s1)Nc1ccccc1 the results were PERK inhibitor 0.3, Furin inhibitor -9, hK5 inh -16, FXIIa inh 1536 8, Rad51 HR inh -4, KCC2 mod -0.035, FXIa inh 0, Calpain2 inh -11 and Thrombin inh -9.
C=CCn1c(SCc2ccc(C#N)cc2)nnc1-c1cccc(Cl)c1 was read as PERK inhibitor 0.0, Furin inhibitor -13[20 µM], hK5 inh -6, FXIIa inh 1536 11, Rad51 HR inh 12, KCC2 mod -1.4, FXIa inh -6, Calpain2 inh -1 and Thrombin inh -2.
`COc1ccc(NC(=O)CSc2nnc(NC(=O)c3ccco3)s2)cc1` gave PERK inhibitor 0.6, Furin inhibitor -15, hK5 inh -2, FXIIa inh 1536 11, Rad51 HR inh 1, KCC2 mod 0.16, FXIa inh -4, Calpain2 inh 13 and Thrombin inh 2.
